MsrA inhibitor = bovine MsrA enzyme inhibitors, primary screen, biochemical, absorbance, HTS; AID 651718, 2012; hit rate 0.75% among 360,000; Methionine sulfoxide reductase A (Bos taurus); purified bovine MsrA, absorbance read-out; inhibition, % at 15.5 µM; in the data active = inhibition above about 4.5%;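 also: 0% = vehicle wells with enzyme and 100% = reference inhibitor wells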
Tb MetRS inh = T. brucei MetRS inhibitors, primary screen, biochemical, luminescence. purified T. brucei MetRS, ATP depletion, Kinase-Glo luminescence. inhibition, % at 11.9 µM. hit rate 0.4% among 360,000;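 active = inhibition above a per-plate cutoff of the control wells' mean inhibition plus 3 SD, cut at about 5.5% in these data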;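 also: 0% = DMSO wells median and 100% = median of wells with control inhibitor compound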
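Material: T. brucei methionyl-tRNA synthetase, purified; reagent: substrates ATP, L-methionine and bulk Escherichia coli tRNA; dosing: 11.9 µM single point; timing: 15 min plus 2 h at 25 °C; detection: luminescence of leftover ATP; evaluation: % inhibition; control set: DMSO-only wells as low control; replicates: singlicate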
MT1-MMP act inh = blockers of MT1-MMP proenzyme processing, primary screen, HT1080 RFP-PRO-GFP cells, GFP/RFP fluorescence. Matrix metalloproteinase-14 (Homo sapiens), P50281. GFP/RFP ratio fluorescence, overnight; percent of plate control window, DMSO zero. GFP/RFP ratio change, % at 20 µM. hit rate 0.061% among 360,000;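 active = GFP/RFP ratio change of at least 30% with cell ATP level not reduced by more than half and red fluorescence within 50% of control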; also: strong numbers were not always called active
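Test system: HT1080 cells expressing an RFP-PRO-GFP fluorescent reporter construct / Compound dosing: single-point 20 µM compound, 1% DMSO / Schedule: cells overnight before dosing, compound overnight, 37 °C, 5% CO2 / Evaluation: GFP/RFP fluorescence ratio / Control set: DMSO and RFP-L50D-GFP cell wells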
eLon inh = inhibitors of E. coli Lon protease, primary screen, biochemical, fluorescence polarization; P0A9M0; hit rate 0.42% among 360,000; inhibition, % at 7.94 µM; purified E. coli Lon protease; in the data active = inhibition above about 13%, passing the limit was not always enough;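 also: 0% = enzyme with probe and DMSO and 100% = no enzyme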
Target sequence (P0A9M0 whole entry, looked up): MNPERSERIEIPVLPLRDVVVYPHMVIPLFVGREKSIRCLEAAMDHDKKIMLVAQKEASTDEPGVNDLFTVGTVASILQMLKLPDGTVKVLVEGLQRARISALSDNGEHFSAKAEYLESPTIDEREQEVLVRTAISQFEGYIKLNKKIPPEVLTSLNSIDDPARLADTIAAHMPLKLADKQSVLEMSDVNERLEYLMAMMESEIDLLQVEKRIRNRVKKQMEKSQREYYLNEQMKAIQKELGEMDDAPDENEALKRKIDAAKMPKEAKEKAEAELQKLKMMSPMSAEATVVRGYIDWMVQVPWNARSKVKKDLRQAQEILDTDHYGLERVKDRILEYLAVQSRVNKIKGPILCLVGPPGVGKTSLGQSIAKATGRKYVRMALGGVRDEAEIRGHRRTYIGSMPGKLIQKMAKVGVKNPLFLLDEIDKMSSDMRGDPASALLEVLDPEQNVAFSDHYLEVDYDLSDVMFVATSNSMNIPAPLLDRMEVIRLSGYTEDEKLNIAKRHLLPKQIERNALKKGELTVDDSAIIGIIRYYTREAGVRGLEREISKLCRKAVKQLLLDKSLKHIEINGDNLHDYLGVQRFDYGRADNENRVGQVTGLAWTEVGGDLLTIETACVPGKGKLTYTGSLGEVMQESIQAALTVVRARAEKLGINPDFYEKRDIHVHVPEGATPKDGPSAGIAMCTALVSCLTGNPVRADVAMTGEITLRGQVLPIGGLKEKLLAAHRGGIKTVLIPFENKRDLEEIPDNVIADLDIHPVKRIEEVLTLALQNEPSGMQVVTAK
bovine MsrA act = bovine MsrA enzyme activators, primary screen, biochemical, absorbance, HTS; hit rate 0.3% among 360,000; purified bovine MsrA, absorbance read-out; activation, % at 10.6 µM; Methionine sulfoxide reductase A (Bos taurus); in the data active = activation above about 7.5%;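 also: 0% = vehicle and 100% = reference activator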
FAS-TE inh = FAS thioesterase domain inhibitors, primary screen, biochemical, fluorescence intensity, uHTS | recombinant FAS-TE, OMFH fluorogenic substrate, fluorescence endpoint | Fatty acid synthase (Homo sapiens), P49327 | inhibition, % at 15 µM | hit rate 0.67% among 360,000;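 active = compounds whose normalised, plate-corrected inhibition of enzyme fluorescence in the single-dose primary screen is 50% or more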;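 also: 0% = DMSO with enzyme and 100% = substrate without enzyme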
NRP1-CendR mod = modulators of CendR peptide binding to NRP-1, primary screen, biochemical, fluorescence polarization, uHTS; hit rate 0.85% among 360,000; Neuropilin-1 (Homo sapiens), O14786; inhibition, % at 25 µM; FAM-RPARPAR peptide binding to NRP-1;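 active = inhibition or corrected inhibition above about 18%, plus a signal ratio from 0.5 to 1.5, limit read from the data, passing the limit was not always enough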; also: strong numbers were not always called active
PABP1 MLLE inh = inhibitors of PABP1 MLLE–PAM2 peptide binding, primary screen, biochemical, fluorescence polarization, FITC-PAM2, GST-MLLE; inhibition, % at 20 µM; Polyadenylate-binding protein 1 (Homo sapiens), P11940; AID 588489, 2011; hit rate 0.36% among 360,000; in the data active = inhibition above about 35%, passing the limit was not always enough;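 also: plate controls were DMSO wells with GST-MLLE for no effect and wells lacking GST-MLLE protein for full effect; some results filed as inactive read as strong as hits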
SKN-1 block = suppressors of acrylamide-induced Pgst-4::GFP reporter in worms, primary screen, SKN-1 inhibitor project, whole organism, uHTS, GFP/RFP fluorescence ratio, strain VP596; hit rate 0.49% among 360,000; inhibition, % at 21.8 µM; C. elegans VP596 Pgst-4::GFP/RFP ratio, 24 h;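 active = interference check ratio from 0.5 to 1.5 plus GFP to RFP signal ratio inhibition reaching or exceeding a fixed threshold, cut at about 30% in these data, passing the limit was not always enough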; also: some compounds called inactive have numbers as strong as hits
* hit, by the source's call; / = not tested or not shown. These rows are one share of the data; rates above refer to the full screens.

SMILES	MsrA inhibitor	Tb MetRS inh	MT1-MMP act inh	eLon inh	bovine MsrA act	FAS-TE inh	NRP1-CendR mod	PABP1 MLLE inh	SKN-1 block
CS(=O)(=O)c1ccc(C2=C(CNC(=O)c3ccncc3)[C@H]3CC[C@@H](C2)N3Cc2ccco2)cc1	-0.1	-0.7	2	-7	-4	-10	-3	-7	-3
Cc1ccc(NC(=O)CN2C(=O)CN=C(c3ccccc3)c3cc(Cl)ccc32)cc1	-0.7	59*	1	1	-6	18	7	6	-6
O=C(C(=O)N1CCOCC1)c1cn(Cc2ccccc2)c2ccccc12	-0.1	-0.1	-2	-25	-3	0	6	5	5
[N-]=[N+]=NCCN1CCC(O)CCC1=O (configuration not stated)	0.7	-0.1	-1	-2	-1	-9	-4	-7	-24
CCCCSP1(=S)NCCCN1	-0.3	0.0	1	-6	-2	-2	19	-4	-5
CCOP(=O)(OCC)C(NC(=O)c1ccc(OC)cc1)C(Cl)(Cl)Cl (configuration not stated)	-1.1	-0.5	0	-4	0	-9	-4	-3	2
Cc1cc(OC(C)C(=O)NCc2cccnc2)c2c3c(c(=O)oc2c1)CCC3 (configuration not stated)	1.8	0.1	0	-12	-1	0	-5	19	0
Cc1ccc(OCC(=O)N2CCN(Cc3ccc([N+](=O)[O-])cc3)CC2)cc1	-0.8	-0.2	2	-8	-5	10	0	14	-3
COc1cccc(N2C(=O)CC(=O)NC2=O)c1	-0.5	-0.6	-4	-17	0	-7	-8	-15	8
O=S(=O)(c1ccc(F)cc1)N1CN2CCN(C2)C1	-0.7	-0.9	-1	9	-5	-10	-6	-8	-27
O=C1CCCC2C3CCCN4CCCC(CN12)C34 (configuration not stated)	-0.4	-2.6	2	-5	-12	-10	-6	1	13
CC1CN(CCc2ccccc2)CC(C)O1 (configuration not stated)	-0.6	-0.9	7	0	-7	-5	10	-10	2
CC1C(C)N1CC(O)Cn1ccnc1[N+](=O)[O-] (configuration not stated)	0.8	-0.6	4	-3	-2	-2	6	-11	3
O=C1NC(=O)C(C(CC(=O)c2ccccc2)c2ccccc2)C(=O)N1 (configuration not stated)	-0.1	0.5	0	6	-1	-2	-5	-11	3
COc1ccc(OCC(=O)N2CCN(C(C)C)CC2)cc1	-0.1	-1.2	3	-6	-12	-10	4	-6	-9
CC1=C(C)CN2CC(C#N)=C(N)C2C1 (configuration not stated)	/	-0.4	-1	10	-3	1	6	14	12
CC/C(=N\Nc1ccccc1)c1c(O)n(-c2ccccc2)c(=O)[nH]c1=O	-1.2	-0.3	5	1	-5	-4	-7	-7	-14
Cc1c(N=Nc2c(O)[nH]c(=S)[nH]c2=O)c(=O)n(-c2ccccc2)n1C	2.1	1.1	2	-21	-4	-10	-19	19	9
CSc1nnc(OC(=O)N(C)C)n1-c1ccc(Cl)cc1	-0.9	2.1	6	4	-4	-3	0	2	2
CCCOc1ccc(C(=O)NC(=S)N2C[C@H]3C[C@H](C2)c2cccc(=O)n2C3)cc1	0.4	-0.7	1	-4	-4	-1	-8	27	-4
CC[C@]12C=CCN3CCC4(c5cc(Br)c(OC)cc5N(C)C4[C@@](O)(C(=O)OC)[C@@H]1OC(C)=O)C32 (some centres not stated)	0.2	-0.1	-13	-3	-3	0	-3	-108	1
O=c1cccc2n1CC1CC2CN(CC(O)CN2CC3CC(C2)c2cccc(=O)n2C3)C1 (configuration not stated)	0.2	-0.1	-5	-7	-3	-3	-6	7	6
COc1ccccc1CC1C(=O)C2CCN1CC2 (configuration not stated)	1.1	-1.6	6	-4	-4	-3	15	13	-34
COC(=O)C1=C(c2c(C)noc2C)C[C@@H]2CC[C@H]1N2C(=O)NCCCOC(C)C	0.0	-0.2	-2	1	-3	-15	-1	3	-19
CCN(CC)C(=O)c1ccc(NC(=O)c2cc(S(=O)(=O)N3CCCCCC3)ccc2OC)cc1	-0.3	-0.5	-3	1	-2	5	1	0	17

Part of the list above, bar-delimited.
smiles | MsrA inhibitor | Tb MetRS inh | MT1-MMP act inh | eLon inh | bovine MsrA act | FAS-TE inh | NRP1-CendR mod | PABP1 MLLE inh | SKN-1 block
COc1ccc(OCC(=O)N2CCN(C(C)C)CC2)cc1 | -0.1 | -1.2 | 3 | -6 | -12 | -10 | 4 | -6 | -9
CC1=C(C)CN2CC(C#N)=C(N)C2C1 (configuration not stated) | / | -0.4 | -1 | 10 | -3 | 1 | 6 | 14 | 12
CC/C(=N\Nc1ccccc1)c1c(O)n(-c2ccccc2)c(=O)[nH]c1=O | -1.2 | -0.3 | 5 | 1 | -5 | -4 | -7 | -7 | -14
Cc1c(N=Nc2c(O)[nH]c(=S)[nH]c2=O)c(=O)n(-c2ccccc2)n1C | 2.1 | 1.1 | 2 | -21 | -4 | -10 | -19 | 19 | 9
CSc1nnc(OC(=O)N(C)C)n1-c1ccc(Cl)cc1 | -0.9 | 2.1 | 6 | 4 | -4 | -3 | 0 | 2 | 2
CCCOc1ccc(C(=O)NC(=S)N2C[C@H]3C[C@H](C2)c2cccc(=O)n2C3)cc1 | 0.4 | -0.7 | 1 | -4 | -4 | -1 | -8 | 27 | -4
CC[C@]12C=CCN3CCC4(c5cc(Br)c(OC)cc5N(C)C4[C@@](O)(C(=O)OC)[C@@H]1OC(C)=O)C32 (some centres not stated) | 0.2 | -0.1 | -13 | -3 | -3 | 0 | -3 | -108 | 1
O=c1cccc2n1CC1CC2CN(CC(O)CN2CC3CC(C2)c2cccc(=O)n2C3)C1 (configuration not stated) | 0.2 | -0.1 | -5 | -7 | -3 | -3 | -6 | 7 | 6
COc1ccccc1CC1C(=O)C2CCN1CC2 (configuration not stated) | 1.1 | -1.6 | 6 | -4 | -4 | -3 | 15 | 13 | -34
COC(=O)C1=C(c2c(C)noc2C)C[C@@H]2CC[C@H]1N2C(=O)NCCCOC(C)C | 0.0 | -0.2 | -2 | 1 | -3 | -15 | -1 | 3 | -19
CCN(CC)C(=O)c1ccc(NC(=O)c2cc(S(=O)(=O)N3CCCCCC3)ccc2OC)cc1 | -0.3 | -0.5 | -3 | 1 | -2 | 5 | 1 | 0 | 17

Other compounds
SMILES	MsrA inhibitor	Tb MetRS inh	MT1-MMP act inh	eLon inh	bovine MsrA act	FAS-TE inh	NRP1-CendR mod	PABP1 MLLE inh	SKN-1 block
CCc1cc(=O)[nH]c(SCCCF)n1	0.2	0.2	2	4	-5	-5	-1	1	1
COC(=O)C1=C(c2c(C)noc2C)C[C@@H]2CC[C@H]1N2C(=O)N1CCC(C)CC1	1.9	0.0	3	7	3	-14	5	10	-11
CCCCn1c(C)c(C(=O)OCC)c2c(CN3CCCC3)c(O)ccc21	-0.2	-0.9	-3	9	0	-7	6	-13	3
COc1ccc(-c2nn(CCC#N)cc2C(=O)NCc2ccccc2)cc1[N+](=O)[O-]	0.1	-0.6	1	8	-3	37	-17	-7	4
C=CCn1c(O)c(/C=N/N2CCCCC2)c(=O)[nH]c1=O	1.0	-0.4	-3	-5	-1	-4	5	-6	10
Cc1ccc(CN2CC3CC(C2)c2cccc(=O)n2C3)cc1 (configuration not stated)	-0.5	-0.2	-7	2	-2	-5	-9	10	9
COC/C=C1\CN2C3C[C@@H]1[C@H]1COC4=Nc5cc(OC)c(OC)c(OC)c5[C@@]43C[C@@H]12	-0.1	0.8	3	-2	-3	-6	7	10	15
CC(O)(CS(=O)(=O)c1ccccc1)C(=O)Nc1ccc(C(F)(F)F)cc1 (configuration not stated)	0.0	-0.5	5	-6	0	1	-8	10	-1
Cc1cc(/C=C2\C(=O)NC(=O)N(c3ccccc3)C2=O)c(C)n1-c1ccc(C(=O)O)c(Cl)c1	1.0	-0.7	-18	-18	-3	-7	-38	10	24
C=C(C)[C@H]1CN[C@H](C(=O)O)[C@H]1CC(=O)O	-2.0	-1.6	-1	-3	-8	-3	2	5	13
CCN(CC)C(=O)Cn1cc(C=C2C(=O)N(C)C(=O)N(C)C2=O)c2ccccc21	-0.3	-0.9	0	-4	-1	-4	-2	-7	18
Cn1ncnc2c(=O)n(C)c(=O)nc1-2	/	40*	-27	-2	14*	11	22	-2	-2
CC12CCC3C(CC=C4CC(O)CCC43C)C1C/C(=C\c1cccc(F)c1)C2=O (configuration not stated)	2.0	0.4	-5	-3	-6	-8	8	19	10
C=Cn1ccnc1P(=S)(c1ccc(N(C)C)cc1)c1nccn1C=C	1.4	0.0	-4	4	-2	-3	11	-35	15
O=C1NC(=O)N(CCNc2ncc(C(F)(F)F)cc2Cl)C(=O)C1/C=N/OCc1c(F)cccc1Cl (configuration not stated)	-0.8	-0.9	-3	-2	-4	8	5	8	16
CCc1ccc(CNCCc2ccccc2F)cc1	-0.4	-1.1	-5	-5	-13	-5	4	11	-2
COc1ccc2[nH]c3c(c2c1)CCN[C@H]3C	-0.1	-0.4	-3	-4	-2	-4	-6	-11	6
COC(=O)[C@@]1(C#N)[C@@H]2C=CC(C(C)=O)=CN2[C@@H](C(N)=O)[C@@H]1c1ccc(F)cc1	0.8	-0.5	-14	-10	-2	-4	-8	16	12
CCOP(=O)(OCC)C(c1ccccc1)N(C)C=O (configuration not stated)	0.2	0.1	-3	-3	-2	-8	-7	-10	12
Clc1ccccc1CN1CCNCC1	1.2	-0.1	/	-2	-2	-2	6	6	18
CC(=O)Nc1ccc(C2CN(C)CC2C(=O)c2ccc(Cl)cc2)cc1 (configuration not stated)	-0.4	2.1	-11	-1	0	-5	-9	-15	-13
Cn1c(O)c(C=NCCCC(=O)O)c(=O)n(C)c1=O	0.7	-1.1	1	-6	-4	-4	0	-8	-3
COc1ccc(CNC(C)Cc2cccs2)cc1 (configuration not stated)	0.2	-0.2	5	1	-3	4	-22	-1	-7
CCCS(=O)(=O)N1CCCC(C(=O)N2CCC3(CC2)OCCO3)C1 (configuration not stated)	0.4	-0.3	2	-4	-4	-5	-10	0	-10
C[C@]12CCC3C(CC[C@H]4C[C@H](OC(=O)c5cccnc5)CC[C@]34C)C1CCC2=O (some centres not stated)	0.6	0.3	5	-14	-1	23	5	2	11
CCC1C2CC3C4N(C)c5ccccc5C45CC(C2C5O)N3[C@@H]1O (some centres not stated)	-0.7	-0.8	-1	-4	-2	-6	-4	5	8
COc1nc(NC(C)C)nc(NC(C)C)n1	-0.6	0.0	-5	2	3	-4	0	11	13
COP(=O)(OC)Oc1ccc(C(O)C(Cl)(Cl)Cl)cc1 (configuration not stated)	0.9	1.5	0	1	-6	-2	2	1	-1
